SW480 rereplic – induces DNA re-replication in SW480 colon adenocarcinoma cells. 1.8% of 340,000 active. Potency, µM (series often up to 46.1 µM), inactives show at the top dose re-replication activation, hits mostly activators. SW480 DNA re-replication, Hoechst DNA content imaging, 48 h; note: potency is the fitted concentration of half-maximal effect; % of control where 0% means no effect; nearly all actives have a fitted effect of over 55% in size
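DNA re-replication was detected as more nuclei of elevated Hoechst intensity after 48 hr exposure to compound (23 nL pinned per well of 250 cells).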
ATXN2 expr inh – reduces ATXN2 reporter expression in HEK-293 cells | HEK-293 ATXN2-luciferase reporter, luminescence, 24 h | Potency, µM (top dose mostly 57 µM), inactives show at the top dose activity change, negative = inhibition, most hits filed as inhibitors | 0.72% of 360,000 active; note: potency is the fitted concentration of half-maximal effect; % is set by controls: 0 for no effect and ±100 for the full control effect; nearly all actives have a fitted effect of over 55% in size
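qHTS (up to 57 uM final) was run with 24 h compound exposure of reporter cells at 37 °C. Each well was multiplexed: SteadyGlo luminescence measured ATXN2-luciferase expression after a fluorogenic Gly-Phe-AFC viability readout (25 uM final).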
HT1080NT lethal – kills 2HG-producing HT-1080-NT fibrosarcoma cells | HT-1080-NT fibrosarcoma viability, CellTiter-Glo ATP luminescence, 48 h | Potency, µM (doses to about 46.1 µM), for inactives: top-dose activity, negative = less viability, hits mostly cytotoxic | 1.6% of 360,000 active | AID 686970;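 note: NT is the 2HG producing partner of a matched IDH1 knockdown line; potency is the fitted concentration of half-maximal effect; 0% = DMSO-treated cells and -100% = media-only wells without cells; nearly all actives have a fitted effect of over 55% in size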
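Compounds were tested in concentration-response format on HT-1080-NT cells for 48 hours at 37 degrees C. Cell viability came from CellTiter-Glo luminescence; curves were classified by r2, response magnitude and activity.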
S2 tox – cell viability loss in ATXN counter-screen | Potency, µM (series often up to 56.7 µM), actives largely listed as cytotoxic | S2 cells (HEK-293 line with an ATXN2-luciferase reporter) viability, CellTiter-Fluor protease fluorescence, 24 h | 0.49% of 400,000 active | AID 651635; note: potency is the fitted concentration of half-maximal effect; nearly all actives have a fitted effect of over 40% in size
HepG2 tox – HepG2 cytotoxicity, counter-screen for TGF-b inhibitors. Potency, µM (top dose mostly 46.1 µM), inactives show at the highest dose activity change, negative = cytotoxicity, usual class: cytotoxic. 0.76% of 410,000 active. AID 588856. HepG2 CAGA-GFP viability, ATP luminescence, 18 h; note: potency is the fitted concentration of half-maximal effect; some results filed as inactive show a strong effect at the top dose
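HepG2 CAGA-GFP cells (1000/well, DMEM with 1% FBS) received compound, then TGF-beta at 500 pg/mL final, and were incubated 18 hours at 37 degrees C. Viability was read by CellTiter-Glo luminescence. Media-only wells were set as complete cell-killing and DMSO as no toxicity.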
MCF10A rereplic – inducers of DNA re-replication in MCF 10A breast cells; MCF 10A DNA re-replication, Hoechst nuclear intensity, 48 h; Potency, µM (top dose mostly 46.1 µM), for inactives: at the top dose activity, positive = re-replication, hits mostly activators; 2.9% of 350,000 active; note: potency is the fitted concentration of half-maximal effect; % of control where 0% means no effect; nearly all actives have a fitted effect of over 50% in size
KB-3-1 tox – KB-3-1 parental cell cytotoxicity | KB-3-1 viability, CellTiter-Glo ATP luminescence, 72 h | Potency, µM (top dose mostly 46.1 µM), for the others: at the highest dose activity change, negative = cytotoxic, usual class: cytotoxic | 1.4% of 400,000 active | AID 1347075; note: potency is the fitted concentration of half-maximal effect; % is set by controls: 0 for no effect and ±100 for the full control effect; nearly all actives have a fitted effect of over 60% in size
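Cells are dispensed, compounds pinned in, plates held at 37 °C for 72 h, then CellTiter-Glo is added and luminescence read after 10 minutes. Cell line: parental KB-3-1 in phenol-red-free DMEM, 10% FBS.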
HT1080 IDH1KD tx – kills HT-1080 cells with IDH1 knockdown | 2% of 360,000 active | HT-1080 IDH1 knockdown viability, ATP luminescence, 48 h | Potency, µM (titrated, usually from 46.1 µM), for inactives: top-dose activity, negative = toxicity, hits mostly cytotoxic;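 note: potency is the fitted concentration of half-maximal effect; 0% = DMSO wells and -100% = cell-free medium wells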
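Cytotoxicity counter-line: IDH1KD HT-1080, 48 h, CellTiter-Glo. Curves classed by r2, magnitude and activity.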
IL-1B inflam inh – inflammasome signaling inhibition, IL-1 beta readout | activity change, % at 57.5 µM | THP-1 LPS/ATP IL-1B secretion, AlphaLISA, 16 h; active compounds read low | AID 743279 | 4.7% of 360,000 active; in the data active = activity change below about -50%; inconclusive = mostly about -30% to -49%; note: % is set by controls: 0 for no effect and ±100 for the full control effect
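Secreted IL-1B measured by AlphaLISA bead assay after 16 h compound exposure of THP-1 cells; compounds (final up to 57.5 uM) added 1 h before LPS (250 ng/mL) and ATP (1.25 mM) stimulation; lower signal means less secretion.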
An asterisk follows results filed as active; i = inactive; ? = inconclusive; . = not tested or not shown; [ ] = dose if it differs, or a comment. Unless noted, calls come from the whole dose curve; as a rule, active = well fitted curve in the direction sought with a large enough effect; inconclusive = small, poorly fitted or top-dose-only effect, or another doubt; inactive = no such curve, though single readings can be large; an effect the other way counts as inactive or inconclusive.

mol,SW480 rereplic,ATXN2 expr inh,HT1080NT lethal,S2 tox,HepG2 tox,MCF10A rereplic,KB-3-1 tox,HT1080 IDH1KD tx,IL-1B inflam inh
COc1ccccc1OCCCCOc1ccccc1F,2%,0%,1%,i,-8%,?,7%,7%,-15
O=C(NCC1OCCc2ccccc21)c1ccc(NC(=O)c2ccc(Cl)cc2)cc1 (stereo not given),0%,?,21µM*,?,-67%,?,?,?,-5
CC(C)Cc1cc(C(=O)N2CCCC(CCC(=O)N(C)CCc3ccccn3)C2)no1 (stereo not given),-12%,-1%,14%,?,-4%,-7%,-4%,4%,30
COc1ccccc1OCCSc1nc2ccccc2n1CC(=O)N1CCOCC1,.,18%,.,i,-3%,.,-1%,.,.
O=C(CSc1nc2ccccc2c(=O)n1-c1ccc(OC(F)F)cc1)NCc1cccs1,3%,-3%,8%,i,0%,-1%,7%,9%,24
CCCCC(NS(=O)(=O)c1ccc(OC)cc1)C(=O)O (stereo not given),-2%,-4%,4%,?,-13%,-4%,16%,-1%,20
Cc1cc(C)cc(NC(=O)CCc2nc3ccccc3[nH]2)c1,-4%,-19%,-10%,i,-17%,-1%,-3%,-26%,-22
COc1c(Cl)c(=O)oc2ccc(Cl)cc12,.,.,2%,i,-1%,.,0%,18%,9
COc1ccc(NC(=O)C2=Cc3ccccc3OC2)cc1,11%,17%,-13%,i,-24%,1%,-3%,26%,-51*
CCOC(=O)CN(C)C(=O)CCc1nnc(-c2ccc(-c3ccccc3)cc2)o1,0%,-13%,-14%,i,0%,2%,10%,1%,9
N#Cc1cnn2c(-c3ccccc3)ccnc12,-1%,15%,-12%,i,-9%,-1%,2%,13%,-17
Cc1cc(NC(=O)C2CCCN(S(=O)(=O)c3c(C)noc3C)C2)no1 (stereo not given),-1%,4%,1%,i,-4%,-5%,4%,-1%,7
O=C(Oc1c(Cl)cc(Cl)c2cccnc12)c1cccs1,?,?,21µM*,?,-3%,6.5µM*,?,21µM*,48
Cc1ccc(NC(=O)CSC2=C(C#N)C(c3ccco3)C3=C(CC(C)(C)CC3=O)N2)cc1 (stereo not given),?,-32%,-1%,i,-14%,9%,-22%,-5%,-18
CCOC(=O)C1CCCN(c2nc3ccccc3nc2C(C#N)C(=O)OCCOC)C1 (stereo not given),22%,42%[activator],-5%,i,-4%,10%,?,-8%,-18
COc1ccc(N(C(C)=O)S(=O)(=O)c2cccc3cccnc23)cc1,-1%,-4%,4%,i,-7%,0%,-1%,20%,-12
CCCn1c(/N=C/c2c[nH]c3ccccc23)nc2ccccc21,12%,-21%,-8%,?,-52%,9%,-8%,?,?
O=C(Nc1csc(Cc2c(Cl)cccc2Cl)n1)NN1CCOCC1,-4%,2%,-29%,i,-1%,20%,-4%,-1%,-84*
CCOc1ccc(N=NC2C(=O)N(C(N)=S)N=C2C)cc1 (stereo not given),0%,.,16%,i,-2%,-11%,-2%,-2%,15
COc1ccc(CN2CCN(Cc3cccn3-c3ncccn3)CC2CCO)c(C)c1C (stereo not given),5%,.,?,i,-33%,13%,-8%,?,-11
COc1cc(C(=O)OCc2ccccc2C#N)ccc1OCC(=O)N1CCOCC1,0%,9%,7%,i,1%,2%,14%,-1%,?
CCN1C(=C(C#N)C#N)C=Cc2cc(C)ccc21,-12%,1%,12%,?,-3%,?,3%,15%,-22
COc1ccccc1NC(=O)NNC(=O)c1ccc2ccccc2c1O,3%,-5%,3%,i,-19%,0%,4%,-10%,48
Cc1ccc(OCC(=O)c2cc(C)n(C)c2C)c([N+](=O)[O-])n1,15%,42%[activator],18%,i,11%,?,-2%,7%,14
Cc1ccccc1C(=O)N1N=C(c2cccc(NS(C)(=O)=O)c2)CC1c1cccs1 (stereo not given),-4%,.,-5%,i,-5%,4%,-10%,-1%,-19

Single records, from the list above. Values in the order: SW480 rereplic | ATXN2 expr inh | HT1080NT lethal | S2 tox | HepG2 tox | MCF10A rereplic | KB-3-1 tox | HT1080 IDH1KD tx | IL-1B inflam inh
`CCCn1c(/N=C/c2c[nH]c3ccccc23)nc2ccccc21` across the screens: 12% | -21% | -8% | ? | -52% | 9% | -8% | ? | ?
`COc1c(Cl)c(=O)oc2ccc(Cl)cc12` across the screens: . | . | 2% | i | -1% | . | 0% | 18% | 9
`O=C(CSc1nc2ccccc2c(=O)n1-c1ccc(OC(F)F)cc1)NCc1cccs1` across the screens: 3% | -3% | 8% | i | 0% | -1% | 7% | 9% | 24

Following part:
mol,SW480 rereplic,ATXN2 expr inh,HT1080NT lethal,S2 tox,HepG2 tox,MCF10A rereplic,KB-3-1 tox,HT1080 IDH1KD tx,IL-1B inflam inh
CC1=C(C(=O)N2CCOCC2)C(c2ccccc2F)C2=C(CCCC2=O)N1 (stereo not given),1%,5%,16%,i,-6%,2%,-11%,2%,26
COc1ccc(C(C(=O)NC(C)(C)C)N(Cc2ccco2)C(=O)CCC(=O)Nc2ccccn2)cc1 (stereo not given),5%,1%,9%,i,9%,1%,5%,11%,31
O=C(c1cc(-c2ccc(Br)cc2)on1)N1CCCC1,-15%,-14%,11%,i,5%,0%,9%,11%,-26
C=CCn1c(SCC(=O)NC2(C#N)CCCCC2)nnc1-c1ccncc1,?,-1%,5%,i,-1%,?,2%,3%,-3
CCOc1ccc(S(=O)(=O)N(C)c2ccc(OCC(=O)NCCc3ccc(OC)cc3)cc2)cc1,13%,-3%,2%,i,0%,14%,-5%,15%,2
CC(C)=CCN1CCN(Cc2cnc(C)s2)CC1CCO (stereo not given),3%,-12%[11.3 µM],3%,i,1%,-6%,-3%,0%,-10
Cc1c(C2Nc3ccccc3NC3=C2C(=O)CC(C)(C)C3)cnn1C (stereo not given),-3%,-11%,-1%,i,-1%,0%,-6%,-3%,?
N#C/C(=C\c1ccc(N2CCCCC2)o1)C(=O)Nc1cccc(Br)c1,16%,.,-8%,.,-9%,?,-18%,-7%,?
CC(C)OC(=O)Nc1ccc(-c2ccc(NC(=O)OC(C)C)cc2Cl)c(Cl)c1,-9%,.,3%,i,4%,1%,5%,6%,2
O=C(NCc1ccc(F)cc1)c1cc(-c2ccncc2)nc2ccccc12,-93%[inhibitor],-9%,?,i,-35%,6%,9%,-1%,15
O=C(O)c1ccc2c(c1)N(Cc1ccccc1)C(=O)c1ccccc1S2=O (stereo not given),-4%,6%,6%,i,1%,-2%,-11%,-3%,11
CCN(CC)S(=O)(=O)c1ccc2c(c1)c(=O)c(C(=O)NCc1ccccc1OC)cn2C,.,3%,.,i,-5%,.,-19%,.,.
COCCNC(=O)C1CC(=O)N(C2CCCC2)C1 (stereo not given),-7%,-4%,-3%,i,10%,3%,4%,0%,14
Cn1c(N)c(C(=O)COC(=O)c2ccccc2C(=O)c2ccc(Cl)cc2)c(=O)n(C)c1=O,0%,5%,?,?,-14%,-19%,-11%,?,?
CC(C)Nc1ncnc2c1cnn2Cc1ccc(Cl)cc1,0%,.,18%,i,-1%,2%,-18%,5%,-14
CCCCN(C(=O)c1cc(Cl)nc2ccccc12)c1c(N)n(CCC)c(=O)[nH]c1=O,.,.,7%,i,5%,.,2%,4%,-4
COc1cccc(CNS(=O)(=O)c2c(C(=O)N3CCCCCC3)c(C)n(C)c2C)c1,-7%,4%,0%,i,4%,0%,-10%,3%,-26
NC(=O)c1ccsc1NC(=O)CN1CCN(S(=O)(=O)c2ccccc2C(F)(F)F)CC1,8%,.,-8%,i,-26%,18%,-17%,7%,35
CCOC(=O)c1sc(NC(=O)CSc2nnnn2-c2ccc(C)cc2)c(C(=O)OCC)c1C,5%,-9%,7%,i,17%,2%,13%,13%,7
CCOC(=O)N1CCN(C(=S)Nc2ccccc2C)CC1,1%,-4%,-5%,i,18%,1%,-5%,10%,-5
N/C(=N\OC(=O)c1ccc(Br)cc1)c1cccc([N+](=O)[O-])c1,-2%,.,16%,i,-26%,15%,5%,12%,-4
Cc1ccc(-c2nc(Nc3ccccc3)n[nH]2)cc1,4%,102%[activator],6%,i,-3%,-1%,-21%,8%,-22
NC(=O)c1ccsc1NC(=O)CN1C(=O)NC2(CCCCC2)C1=O,-19%,4%,-4%[9.24 µM],i,3%,8%,3%,3%,-10
CCCCc1ccc(NC(=O)CSc2nnc(CNC(=O)c3ccco3)o2)cc1,?,-4%,1%,i,-6%,3%,15%,1%,-16
CCCn1c(SCc2nc(N)nc(N3CCCCC3)n2)nc2c1c(=O)n(C)c(=O)n2C,-1%,-3%,6%,i,1%,11%,8%,2%,36
C=CCn1cc(C(=O)NCc2ccc3c(c2)OCO3)c(=O)c2cc(S(=O)(=O)N(CC)CC)ccc21,10%,0%,-4%,i,2%,-38%[inhibitor],26%,-18%,?
COCCNc1nc(CSc2ccccc2)nc2sc(C)c(C)c12,0%,-18%,-9%,i,-19%,?,-19%,-15%,0
CCOc1cc(/C=C2\SC(=Nc3ccc(CC)cc3)NC2=O)ccc1OCC(=O)O,?,8%,14%,i,-20%,18µM*,13%,11%,18
Cc1cccc(C(=O)NCCCNC(=O)c2cccnc2)c1,-4%,-5%,18%,i,8%,-3%,12%,13%,14
COc1ccc(CCn2c3c(c(=O)[nH]c2=O)C(NC(=O)c2ccccc2OC)(C(F)(F)F)C(=O)N3)cc1OC (stereo not given),.,-7%,.,i,-2%,.,2%,.,.
